Screens deposited in PubChem BioAssay by National Center for Advancing Translational Sciences (NCATS).
TSG101-PTAP inh: blocks PTAP/TSG101 interaction to inhibit HIV-1 budding; Q99816; Potency, µM (titrated, usually from 115 µM), for inactives: at the top dose activity change, negative = inhibition, hits mostly inhibitors; 340,000 tested, under 10 active; Fluorescence polarization, FITC-PTAP peptide / Tsg101 binding; active = well fitted inhibition curve with a large enough effect in the main read-out, with a control signal flat, not every such curve was filed as active; inconclusive = small, poorly fitted or top-dose-only effect, or effect the other way, or a change in a side signal; inactive = no such curve, though single readings can be large or run the other way; note: potency is the fitted concentration of half-maximal effect; % of control where 0% means no effect
Target sequence (Q99816 whole entry, looked up): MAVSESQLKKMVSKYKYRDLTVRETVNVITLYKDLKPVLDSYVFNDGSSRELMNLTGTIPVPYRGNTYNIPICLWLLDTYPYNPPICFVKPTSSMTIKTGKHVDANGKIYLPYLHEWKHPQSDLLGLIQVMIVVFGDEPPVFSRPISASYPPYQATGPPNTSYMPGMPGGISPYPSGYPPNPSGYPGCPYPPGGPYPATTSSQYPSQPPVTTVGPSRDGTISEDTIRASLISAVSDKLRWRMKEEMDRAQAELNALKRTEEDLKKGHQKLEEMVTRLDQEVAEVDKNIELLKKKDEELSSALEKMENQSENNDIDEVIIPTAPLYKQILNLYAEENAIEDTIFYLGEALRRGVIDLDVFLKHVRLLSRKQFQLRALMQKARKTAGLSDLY
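Fluorescence anisotropy tracks displacement of a FITC-tagged PTAP peptide (50 nM) from the Tsg101 binding domain (10 uM), following a 20 min room-temperature incubation at pH 7.5.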
USP2a inh: USP2a (human) protease inhibition; O75604; USP2 core, Ub-CHOP2 coupled fluorogenic reporter, 485/531; Potency, µM (top dose mostly 38.3 µM), without a hit: at the top dose activity change, negative = inhibition, actives largely listed as inhibitors; actives 0.01% (n = 330,000);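 note: potency is the fitted concentration of half-maximal effect; plate controls were DMSO wells for no effect and full inhibition by NEM control for full effect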
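USP2 core (10nM final) preincubated 30min RT with compound in 20mM Tris-HCl pH 8.0, 2mM CaCl2, 2mM beta-mercaptoethanol, 0.05% CHAPS; 25nM Ub-CHOP2 plus 25nM reporter substrate added, fluorescence (Ex485/Em531) read after 60min.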
Mito fusion act: blocks mitochondrial division or promotes mitochondrial fusion; S. cerevisiae fusion-defective mutant growth rescue, CellTiterGlo 48 h; Potency, µM (doses to about 46.1 µM), inactives show at the highest dose growth rescue (activation), usual class: activators; actives 0.23% (n = 320,000);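 note: potency is the fitted concentration of half-maximal effect; % of control where 0% means no effect; nearly all actives have a fitted effect of over 45% in size; temperature-sensitive fusion mutants such as fzo1-1 at 37 °C on non-fermentable ethanol glycerol medium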
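Yeast fusion mutant, YPEG (non-fermentable carbon), compound, 48 h at 37C non-permissive; CellTiterGlo added, 10 min RT, luminescence read. Rescued growth = division inhibition.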
TCR act: activates T cell receptor signaling; primary human leukocytes, anti-CD3, IL-2 HTRF, 48 h; Potency, µM (doses to about 9.22 µM), inactives show at the top dose activation of IL-2 secretion, hits mostly activators; 330,000 tested, under 10 active; note: % of control where 0% means no effect
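IL-2 produced over 48 hr by a-CD3 bead-stimulated primary human leukocytes exposed to compounds was detected with a homogeneous time-resolved FRET immunoassay, 665nm acceptor signal after 320nm excitation.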
Chronic BCR inh: chronic active BCR signaling inhibition; ABC-DLBCL IkBa-CBG/CBR reporter, luminescence ratio, 4 h; Potency, µM (titrated, usually from 46.1 µM), inactives show at the top dose ratio change, negative = lower green/red ratio, hits mostly inhibitors; actives 0.05% (n = 340,000); AID 493014; active = well fitted inhibition curve with a large enough effect in the signal ratio, with a control signal flat, not every such curve was filed as active; inconclusive = small, poorly fitted or top-dose-only effect, or effect the other way, or a change in a side signal; the % refers to the signal ratio;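 note: potency is the fitted concentration of half-maximal effect; plate controls were basal doxycycline-induced cells for no effect and cells given 10 µM MG132 for full effect; MG132 reads +100%, hits lower the ratio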
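Compounds up to 46 uM were incubated four hours with TMD8 cells whose green CBG68 luciferase is fused to IkappaBalpha; red CBR luminescence normalised the signal, and concentration-effect curves were fitted to fusion, red and ratio data.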
uPA generation: cell surface uPA generation inhibition; cell surface uPA generation assay, qHTS; Potency, µM (doses to about 38.3 µM), for the others: at the top dose activity change, negative = inhibition, hits mostly inhibitors; actives 0.31% (n = 330,000); AID 540303; active = well fitted inhibition curve with a large enough effect; inconclusive = small, poorly fitted or top-dose-only effect; inactive = no such curve, though single readings can be large or run the other way; tested in mouse RAW 264.7 cells; note: potency is the fitted concentration of half-maximal effect; % is set by controls: 0 for no effect and ±100 for the full control effect; nearly all actives have a fitted effect of over 55% in size
ELG1 repair inh: inhibitors of ELG1-dependent DNA repair in HEK293T cells. HEK293T ELG1-luciferase reporter, luminescence, 16 h; DNA damage induced by 5-fluorouridine. Potency, µM (titrated, usually from 46.1 µM), inactives show at the highest dose activity change, negative = inhibition, usual class: inhibitors. actives 2.3% (n = 330,000). AID 504467; note: potency is the fitted concentration of half-maximal effect; % is set by controls: 0 for no effect and ±100 for the full control effect; nearly all actives have a fitted effect of over 55% in size
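Overnight (16 hr) co-exposure of 2,000 cells/well to 5-fluorouridine and compound at 37 °C preceded detection. Luciferase was quantified via ONE-Glo luminescence; loss of signal denotes inhibition.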
Eya2 inh: Eya2 (human) phosphatase inhibition. AID 488837. Potency, µM (series often up to 76.9 µM), without a hit: at the top dose activity, negative = inhibition, usual class: inhibitors. recombinant Eya2, OMFP fluorescence dephosphorylation (OMFP is methylfluorescein phosphate). actives 0.006% (n = 330,000); note: potency is the fitted concentration of half-maximal effect; % is set by controls: 0 for no effect and ±100 for the full control effect
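Eya2 protein (added as 0.2 uM solution) was preincubated with compound for 10 min at ambient temperature in 50 mM HEPES pH 7.5, 50 mM NaCl, 5 uM MgCl2, 0.05% BSA, 1 mM DTT. OMFP (added at 50 uM) then reacted 10 min; fluorescence read at 485/525 nm.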
B2AR arrestin: beta2AR (human) beta-arrestin recruitment activity; P07550; beta-arrestin recruitment to beta2AR, cell-based reporter; Potency, µM (series often up to 46.1 µM), for the others: at the top dose activation, hits mostly activators; actives 0.02% (n = 330,000); AID 492947;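 note: potency is the fitted concentration of half-maximal effect; 0% = DMSO controls and full agonism = EC100 isoproterenol or metaproterenol; nearly all actives have a fitted effect of over 65% in size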
Tb PFK inh: inhibitors of T. brucei phosphofructokinase. Potency, µM (top dose mostly 57.5 µM), for the others: at the highest dose activity, negative = inhibition, most hits filed as inhibitors. O15648. AID 485367. T. brucei PFK, ADP-Glo luminescence. actives 0.17% (n = 330,000);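 note: potency is the fitted concentration of half-maximal effect; 0% = uninhibited 1x PFK enzyme wells and -100% = no-enzyme wells; nearly all actives have a fitted effect of over 60% in size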
Target sequence (O15648 whole entry, looked up): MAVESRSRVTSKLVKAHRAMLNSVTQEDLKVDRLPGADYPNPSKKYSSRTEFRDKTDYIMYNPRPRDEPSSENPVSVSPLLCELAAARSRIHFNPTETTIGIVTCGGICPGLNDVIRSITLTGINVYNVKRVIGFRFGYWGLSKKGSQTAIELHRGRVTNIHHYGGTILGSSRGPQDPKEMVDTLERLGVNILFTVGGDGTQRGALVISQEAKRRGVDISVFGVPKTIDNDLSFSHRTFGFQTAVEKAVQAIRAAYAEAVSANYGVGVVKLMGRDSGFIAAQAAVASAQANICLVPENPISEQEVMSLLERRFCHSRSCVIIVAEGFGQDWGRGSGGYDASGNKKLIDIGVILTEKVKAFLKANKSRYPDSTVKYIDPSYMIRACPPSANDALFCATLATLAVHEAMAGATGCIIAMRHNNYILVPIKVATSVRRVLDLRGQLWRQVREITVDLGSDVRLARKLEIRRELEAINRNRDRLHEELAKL
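Compounds were pin-transferred as a titration series up to 57 uM into substrate buffer (0.5 mM F6P, 0.1 mM ATP, pH 8.0), then 1.25 nM PFK was added and reactions ran 45 min before ADP-Glo detection.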
TSHR antagonist: antagonists of human thyroid stimulating hormone receptor; P16473; AID 504810; activity change, negative = inhibition, % at 11.5 µM; TSHR-expressing cells, TSH-stimulated cAMP HTRF, 2 h; hits give low values; actives 0.2% (n = 330,000);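 active = activity change below a set negative limit, meaning inhibition stronger than a set level, cut at about -70% in these data; inconclusive = activity change between two set negative limits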; note: % is set by controls: 0 for no effect and ±100 for the full control effect
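Cell-based HTRF cAMP assay; TSHR cells + compound, TSH EC80 (4nM final), 2 h, 37 deg C. Lysis with anti-cAMP cryptate and cAMP-d2, 30 min RT, read 665/620 nm.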
The depositor's hits bear a star; ? = inconclusive; / = no result given; [ ] = dose if it differs, or a comment. Unless noted, calls come from the whole dose curve; as a rule, active = well fitted curve in the direction sought with a large enough effect; inconclusive = small, poorly fitted or top-dose-only effect, or another doubt; inactive = no such curve, though single readings can be large; an effect the other way counts as inactive or inconclusive.

SMILES	TSG101-PTAP inh	USP2a inh	Mito fusion act	TCR act	Chronic BCR inh	uPA generation	ELG1 repair inh	Eya2 inh	B2AR arrestin	Tb PFK inh	TSHR antagonist
CCn1c(SCc2cc(=O)[nH]c3ccccc23)nnc1C1CC1	3%	3%	-6%	-11%[46.1 µM]	?	4%	17%	-2%	-0.8%	0%	0
COc1ccc(-n2c(-c3ccc(Cl)cc3)c[n+]3c2CCCCC3)cc1	0%	0%	4%	-8%	1%	?	5.8µM*	18%	-0.1%	-2%	-4
Cc1nnc(NC(=O)CSc2nnc(Cc3cccn3C)n2C)s1	-1%	0%	-7%	-3%	-7%	-6%	-8%	3%	-0.5%	7%	10
COCCN(C)Cc1cn(-c2ccc(F)cc2F)nc1-c1ccccc1C	0%	0%	0%	2%	6%	-6%	?	-18%	0.0%	-4%	-13
COc1ccc(N2CCN(C(=O)c3ccc(C)cc3)CC2)c([N+](=O)[O-])c1	-4%	-1%	-13%	0%[46.1 µM]	-7%	4%	-15%	-3%	-0.8%	-7%	-7
CCN(CC)C1CCN(C(=O)c2ccc(OC3CCN(Cc4ccccn4)CC3)cc2)C1 (configuration not stated)	-4%	4%	-6%	3%	-5%	5%	?	-2%	3.2%	-5%	8
COc1ccc(F)cc1C(=O)C1CCCN(Cc2cn(C)c3ccccc23)C1 (configuration not stated)	-8%	1%	-1%	3%	?	3%	10%	6%	-0.4%	2%	14
COc1cccc(C2SCC(=O)N2c2cccc(C)c2)c1OC (configuration not stated)	0%	3%	-1%	4%[46.1 µM]	?	1%	-10%	-4%	-0.3%	-3%	-10
CC(C)C[C@H](NC(=O)OC(C)(C)C)c1nnc(SCc2cccc(F)c2)o1	-1%	-2%	-11%	-4%	-5%	5%	?	-29%	0.0%	-6%	-23
COc1ccc(CN(CC(=O)NC2CCCCC2)C(=O)CCCC(=O)Nc2ccccn2)cc1	-2%	3%	-6%	-4%	5%	13%	3%	4%	0.3%	1%	-11
CC(C)NC(=O)N(C)C[C@H]1Oc2c(NC(=O)Nc3ccc4c(c3)OCO4)cccc2C(=O)N([C@H](C)CO)C[C@@H]1C	-3%	2%	/	-1%	0%	-5%	?	-3%	-0.7%	1%	-1
COc1cc2c(cc1OC)C1=C(C#N)CC/C(=N\S(=O)(=O)c3ccccc3)N1CC2	-5%	-2%	10%	-3%	?	-10%	?	13%	-0.1%	-2%	7
CC(C)c1ccc(C2NC(=O)c3ccccc3O2)cc1 (configuration not stated)	-4%	0%	-1%	0%	0%	-1%	14%	-3%	0.3%	2%	0
CN(C)S(=O)(=O)c1ccc(N2CCOCC2)c(C(=O)NCc2ccc3c(c2)OCO3)c1	-6%	1%	-3%	/	-5%	10%	?	8%	0.1%	0%	1
Cc1onc(-c2c(F)cccc2Cl)c1C(=O)OCn1nnc2ccccc2c1=O	-11%	-6%	6%	-2%[46.1 µM]	?	4%	?	1%	0.0%	-1%	5
Cc1cccc(Nc2nc(N)c([N+](=O)[O-])c(N3CCN(C)CC3)n2)c1	1%	0%	-10%	2%[46.1 µM]	-14%	-3%	?	1%	0.0%	-6%	27
Cc1nn2c(N3CCN(C(=O)c4ccco4)CC3)cc(C(C)(C)C)nc2c1-c1ccccc1	-4%	1%	0%	-1%	2%	2%	-5%	-14%	-0.3%	2%	15
COC(=O)c1ccccc1NC(=O)CSc1nccc(C)n1	-4%	1%	7%	/	-7%	-9%	1%	0%	0.0%	2%	-12
COc1ccc(NS(=O)(=O)c2cccc(C(=O)NCC(c3ccccc3OC)N3CCCC3)c2)cc1 (configuration not stated)	0%	2%	-5%	4%	0%	-1%	-5%	-9%	-0.8%	0%	12
CC(C)C(CCNCc1ccccn1)c1ccc(Cl)cc1 (configuration not stated)	-3%	-1%	-28%	-3%	3%	1%	?	-2%	-0.3%	0%	1
O=C(Nc1ccc(F)c(Cl)c1)c1nsc(Cl)c1Cl	0%	2%	1%	1%	?	?	?	-14%	-0.9%	-1%	6
COc1ccc(NC(=O)CSc2nc(N3CCCCC3)nc(N3CCCCC3)n2)cc1	2%	2%	-1%	-1%	-3%	/	-12%	4%	-0.4%	0%	4
Nc1cc(=O)[nH]n1C1CCCCC1	-2%	2%	-5%	-2%	2%	-3%	5%	3%	-0.3%	-5%	0
Cn1cccc1C(=O)NC(=O)COC(=O)c1ccc(S(C)(=O)=O)c([N+](=O)[O-])c1	3%	0%	/	-7%	?	-21%	?	-5%	-1.0%	-5%	-31
CSCc1ccc(C(=O)N2CCC(CCC(=O)N(C)Cc3ccccc3)CC2)o1	1%	3%	1%	0%	0%	2%	-15%	14%	0.0%	-7%	-22
Cc1cc(C(=O)CSc2nc3ccccc3[nH]2)c(C)n1Cc1ccco1	-1%	1%	-3%	-1%[46.1 µM]	20%	?	?	-1%	-0.3%	-1%	-48
O=C(CSc1nnc2c(n1)[nH]c1ccccc12)Nc1nncs1	-1%	-1%	-5%	1%	?	-3%	0%	2%	-0.2%	8%	-9
COc1cc2[nH]c(=O)n(CCC(=O)N3CCN(Cc4ccc5c(c4)OCO5)CC3)c(=O)c2cc1OC	-2%	0%	-1%	6%	0%	2%	6%	-17%	0.1%	-1%	-7
Cc1cc(C)cc(NC(=O)COc2coc(CN3CCc4ccccc43)cc2=O)c1	-1%	2%	4%	-13%	6%	10%	-15%	-2%	0.4%	-4%	-6
C=CCOc1cccc(/C=N/NC(=O)CN(c2cc(Cl)ccc2OC)S(=O)(=O)c2ccc(C)c([N+](=O)[O-])c2)c1	-2%	-8%	-6%	1%[46.1 µM]	12%	5%	-19%	-5%	-0.6%	2%	0
CN(CC(=O)Nc1ccc(F)c(F)c1F)C(=O)/C=C/c1ccco1	-4%	1%	/	-4%[46.1 µM]	-1%	-4%	?	-4%	0.0%	-24%	-5
COC(=O)c1cc(-c2c(C)oc3cc(OC)ccc3c2=O)c(C)o1	3%	10%	3%	8%	-3%	6%	-8%	-5%	-1.0%	6%	7
CCN(CC)C(=O)c1sc(NC(=O)c2cccs2)c(C#N)c1C	-5%	0%	-6%	-10%	?	-2%	0%	-3%	0.1%	7%	-7
CC(=O)Nc1ccc(C2=NN(c3ccccc3)C(c3cccs3)C2)cc1 (configuration not stated)	64%[activator]	-1%	3%	-2%	?	-7%	-2%	-6%	?	0%	-1
COc1ccc(Cl)cc1NC(=O)C(C)Sc1nnc(C2CC2)n1C1CC1 (configuration not stated)	1%	-1%	-2%	-4%	?	4%	-24%	3%	0.3%	-3%	1
COc1ccc(NC(=O)CN(c2ccc(C)cc2)S(=O)(=O)c2c(C)nn(C)c2C)cc1	-1%	2%	1%	-2%	?	-4%	4%	3%	0.3%	-10%	-5
Cc1ccc(S(=O)(=O)c2c(N)n(CCCN(C)C)c3nc4ccccc4nc23)cc1	-5%	4%	-6%	-3%	1%	1%	?	3%	6.4%	0%	-3
Cc1ccc2cc3c(NC(=O)c4ccco4)nn(CC(C)C)c3nc2c1	-1%	3%	2%	-2%	3%	2%	-1%	6%	0.5%	-1%	-1
O=C(C(=O)N1CC=C(c2ccccc2)CC1)c1c[nH]c2ccccc12	-2%	2%	?	-7%[46.1 µM]	-2%	8%	2%	3%	0.4%	-5%	1
CN(Cc1cccc(F)c1)C(=O)C(c1ccccc1)c1ccccc1	-3%	-6%	18%	7%	0%	0%	-18%	5%	0.4%	-1%	-7
CCOc1ccc(NC(=O)NCc2ccccn2)cc1	-3%	1%	3%	-3%	?	2%	?	-8%	0.4%	0%	5
COc1ccc(NC(=O)c2cccc([N+](=O)[O-])c2)cc1	2%	2%	4%	-1%	?	0%	?	0%	-0.3%	-2%	10
COc1ccc(NS(=O)(=O)c2cc(NC(=O)c3ccccc3)ccc2N2CCOCC2)cc1	-3%	3%	/	1%	1%	?	?	2%	-0.1%	3%	/
C=CCCC(=O)Nc1nc(C)c(-c2csc(Nc3cc(OC)ccc3OC)n2)s1	-5%	5%	1%	-22%	?	?	7.3µM*	7%	-1.4%	4%	-6
Cc1ccc(NC(=O)NC(=O)N(c2ccccc2)S(C)(=O)=O)cc1	-10%	1%	2%	-9%	3%	0%	?	11%	-0.5%	-6%	2
Cc1cccc(NCc2ccccc2OCc2ccccc2F)c1	0%	0%	8%	-3%[46.1 µM]	19%	2%	22%	0%	-0.4%	15%	-4
